Source: PubChem (several laboratories)
NF-kB expr up – compounds increasing NF-kB expression in human neuronal cells | NF-kB reporter expression; hits give high values | fold change at 12.5 µM | 190,000 tested, 1.6% active; in the data active = fold change above about 3.3
STAT1 activator – activators of IFN-gamma induced STAT1 signaling; NIH 3T3 STAT1-luciferase reporter, luminescence; 100% = IFN-gamma alone, no compound; activation (% of control), % at 5.5 µM; 200,000 tested, 2.6% active; AID 932;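 active = activation above the screen-wide mean activation plus 3 SD, cut at about 130% in these data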;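 note: raw ratio to IFN-gamma control signal so 100% means no change and 0% no light; values of inactives mirror those of a sister screen read the other way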
Efa HMGR inh – blocks class II HMG-CoA reductase of Enterococcus faecalis. inhibition, % at 10 µM. 190,000 tested, 0.41% active. purified E. faecalis HMGR, NADPH absorbance 340 nm kinetic;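 active = inhibition above a set limit, the median over all tested compounds plus 3 SD, cut at about 9.5% in these data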;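 note: enzyme runs in reverse so mevalonate oxidation gives rising NADPH absorbance; 0% = complete reaction with DMSO and 100% = background rate lacking mevalonate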
TLR4-MyD88 BLA – TLR4-MyD88 interaction inhibition in cells; HeLa CL3-4 TLR4/MyD88 BLA complementation, FRET ratio; inhibition, % at 8.4 µM; 200,000 tested, 0.18% active; AID 861; in the data active = inhibition above about 25%;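 note: 0% = vehicle and 100% = reference inhibitor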
Target sequence (O00206 whole entry, looked up): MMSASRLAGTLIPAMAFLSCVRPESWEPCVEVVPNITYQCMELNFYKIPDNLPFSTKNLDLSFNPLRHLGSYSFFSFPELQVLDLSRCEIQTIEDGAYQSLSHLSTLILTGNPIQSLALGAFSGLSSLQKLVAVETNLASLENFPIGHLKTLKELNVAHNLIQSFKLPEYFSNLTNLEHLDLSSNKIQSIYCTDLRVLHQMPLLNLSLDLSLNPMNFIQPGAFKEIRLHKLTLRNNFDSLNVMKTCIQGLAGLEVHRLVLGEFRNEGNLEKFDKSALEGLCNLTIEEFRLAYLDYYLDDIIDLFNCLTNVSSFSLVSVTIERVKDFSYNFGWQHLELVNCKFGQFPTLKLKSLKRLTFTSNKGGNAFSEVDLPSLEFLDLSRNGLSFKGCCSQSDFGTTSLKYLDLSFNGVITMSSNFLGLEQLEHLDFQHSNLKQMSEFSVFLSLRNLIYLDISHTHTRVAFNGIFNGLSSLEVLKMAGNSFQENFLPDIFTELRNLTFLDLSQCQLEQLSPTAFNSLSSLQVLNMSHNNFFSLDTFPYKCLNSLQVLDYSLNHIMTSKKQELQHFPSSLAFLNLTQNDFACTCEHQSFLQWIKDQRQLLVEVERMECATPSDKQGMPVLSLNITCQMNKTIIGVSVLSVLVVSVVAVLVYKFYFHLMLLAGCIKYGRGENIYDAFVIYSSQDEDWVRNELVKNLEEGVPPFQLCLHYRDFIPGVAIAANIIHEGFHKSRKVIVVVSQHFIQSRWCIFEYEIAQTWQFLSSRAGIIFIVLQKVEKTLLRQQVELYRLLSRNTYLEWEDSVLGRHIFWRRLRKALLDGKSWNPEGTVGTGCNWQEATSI
Target sequence (Q99836 whole entry, looked up): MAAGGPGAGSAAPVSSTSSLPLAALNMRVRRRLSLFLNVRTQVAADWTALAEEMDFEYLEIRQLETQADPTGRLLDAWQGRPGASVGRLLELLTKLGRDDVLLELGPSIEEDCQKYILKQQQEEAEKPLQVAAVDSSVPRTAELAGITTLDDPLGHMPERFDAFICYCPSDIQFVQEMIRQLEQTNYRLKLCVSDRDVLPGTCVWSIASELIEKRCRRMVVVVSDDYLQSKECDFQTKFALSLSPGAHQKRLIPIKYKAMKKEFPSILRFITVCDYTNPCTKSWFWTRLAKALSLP
STAT3 act – STAT3 signaling activation | U3A cells, IL-6 STAT3-luciferase reporter, luminescence; 100% = signal with IL-6 EC80 alone | activation (% of control), % at 5.6 µM | 190,000 tested, 0.91% active;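 active = activation above the screen-wide mean of compound activation plus 3 SD, cut at about 130% in these data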;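 note: 0% = background luminescence of wells with medium and substrate only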
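Material: human STAT1-deficient U3A cells with stable STAT3-luciferase reporter / Probe or stimulus: IL-6 stimulus at 33 ng/mL final / Schedule: 1 h compound pre-exposure, 6 h IL-6 stimulation, 37 °C / Technique: luminescence / Read-out basis: percent of IL-6-only median luminescence / Control set: IL-6-only high control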
APP 5'UTR act – activates APP 5'UTR luciferase reporter | SH-SY5Y APP 5'UTR luciferase reporter, luminescence; zero percent = DMSO vehicle wells | 190,000 tested, 1% active | AID 1276 | activation, % at 2 µM;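 active = activation above a set limit, based on mean plus 3 SD of controls, cut at about 140% in these data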; note: values of inactives mirror those of a sister screen read the other way
STAT1 inh – inhibitors of IFN-gamma induced STAT1 signaling. NIH 3T3 STAT1-luciferase reporter, luminescence. 200,000 tested, 0.35% active. inhibition, % at 5.5 µM;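 active = inhibition above a set limit, the mean inhibition across all tested compounds plus 3 SD, cut at about 34% in these data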;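 note: 0% = IFN-gamma with DMSO and 100% = IFN-gamma with 300 µM nifuroxazide; values of inactives mirror those of a sister screen read the other way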
Hsp70 activator – transcriptional activators of Hsp70; HeLa Hsp70 promoter luciferase reporter, luminescence; scaled: vehicle 0, proteasome-inhibitor control 100%; activation, % at 10 µM; 200,000 tested, 0.04% active; AID 1203;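 active = activation above the mean across all tested compounds plus 3 SD, cutoff set per campaign, cut at about 5.5% in these data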;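 note: 100% = MG132 at 30 µM as the positive control and 0% = DMSO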
DTT redox prof – compounds producing H2O2 with reducing agent – biochemical, NIH compound library profiling, artefact control for MLSCN library redox annotation, primary screen | AID 878 | 200,000 tested, 0.03% active | DTT-dependent redox cycling H2O2, phenol red/HRP absorbance; 100% = 100 µM peroxide control, 0% = buffer | activation, % at 10 µM;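 active = activation of at least 50% relative to the plate's high and low controls in the primary single-dose screen; inactive = activation below 50%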;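 note: compound incubated with DTT at 0.8 mM final as the reducing agent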
STAT3 inh – reduces IL-6 driven STAT3 reporter signal. 190,000 tested, 0.89% active. U3A cells, IL-6 STAT3-luciferase reporter, luminescence; host cell line lacks STAT1. inhibition, % at 5.5 µM;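 active = inhibition above the mean inhibition across all screened compounds plus 3 SD, cut at about 44% in these data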;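 note: 0% = DMSO only wells and 100% = 100 µM nifuroxazide control wells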
* marks the source's active call; other numbers are inactive results; nt = no result given.

mol | NF-kB expr up | TLR4-MyD88 BLA | Efa HMGR inh | Hsp70 activator | STAT1 inh | STAT3 act | APP 5'UTR act | DTT redox prof | STAT1 activator | STAT3 inh
O=C(CN1CCCCCCC1)Nc1ccc(Cl)cc1Cl | 1.8 | 2 | -7 | -0.2 | -10 | 108 | 10 | 0.4 | 109 | -4
Cc1ccc(C(=O)n2nnc3ccccc32)cc1[N+](=O)[O-] | 1.2 | -9 | 1 | 0.0 | -2 | 105 | 5 | -0.3 | 102 | -8
COc1ccc(NC(=S)N2CCOCC2)c(OC)c1 | 1.2 | 9 | -1 | -0.4 | 2 | 94 | 14 | nt | 98 | 7
CCCCc1c(O)nc2sccn2c1=O | 1.1 | 7 | -2 | -0.3 | -8 | 98 | 1 | 0.7 | 107 | 5
CC(=O)c1cccc(NC(=S)NC(=O)c2cccc(Cl)c2)c1 | 2.1 | -3 | -2 | -0.2 | -44 | 103 | 60 | -0.3 | 140* | -5
COc1ccccc1NC(=O)C1CC(=O)N(c2ccc(F)cc2)C1 (configuration not stated) | 0.94 | 16 | 2 | -0.1 | 2 | 95 | 27 | 2.6 | 98 | 10
COc1cc(NC(c2ccccc2)c2ccccc2)cc(OC)c1OC | 0.81 | -12 | -3 | -0.5 | 9 | 99 | -9 | -0.9 | 91 | 4
CCCc1cc(=O)[nH]c(SCC(=O)N(Cc2ccccc2)C(C)C)n1 | 0.98 | 3 | -2 | -0.3 | -4 | 97 | -20 | -0.6 | 104 | 9

mol | NF-kB expr up | TLR4-MyD88 BLA | Efa HMGR inh | Hsp70 activator | STAT1 inh | STAT3 act | APP 5'UTR act | DTT redox prof | STAT1 activator | STAT3 inh
CCN1CCCC1CN(Cc1cc2cc(C)ccc2[nH]c1=O)C(=O)Nc1ccccc1OC (configuration not stated) | 1.1 | -4 | -9 | 0.0 | -1 | 104 | 0 | 2.2 | 101 | 5
Cn1cc(Cl)c(-c2n[nH]c(=S)n2C2CCCCC2)n1 | 1.1 | -13 | 1 | -0.3 | -2 | 94 | 3 | -0.2 | 100 | 14
O=C(O)C1CC=CCC1C(=O)Nc1cccc(Cl)c1 (configuration not stated) | 1.2 | 1 | 0 | 0.0 | 2 | 93 | 5 | 1.6 | 98 | 14
Cc1sc2nc(SCc3nc(-c4cccs4)no3)n(-c3ccccc3)c(=O)c2c1C | 0.83 | -7 | -3 | 0.0 | 10 | 98 | 5 | -2.0 | 91 | 8
Cc1ccc(N=C2SCCCN2C(=O)c2ccco2)cc1Cl | 1.5 | 20 | -1 | -0.1 | 5 | 100 | 2 | 0.1 | 95 | 8
O=[N+]([O-])c1ccc(Sc2nnnn2-c2ccccc2)c(Cl)c1 | 2.5 | 0 | 0 | 0.5 | 16 | 104 | -15 | 0.1 | 90 | -5
COCCCn1c(SCc2nnc(-c3ccc(OC)c(OC)c3)o2)nc2ccccc2c1=O | 1 | 6 | 0 | -0.1 | -1 | 104 | 11 | 0.3 | 91 | -4
NC(=O)C1=C[C@@H](C2CCCCC2)C[C@@H](OCCCCO)O1 | 1.2 | 0 | -2 | -0.1 | 2 | nt | 4 | 0.4 | 100 | nt

Part of the list above, with two lines to a compound.
Values run as follows: NF-kB expr up, TLR4-MyD88 BLA, Efa HMGR inh, Hsp70 activator, STAT1 inh, STAT3 act, APP 5'UTR act, DTT redox prof, STAT1 activator, STAT3 inh
CCN1CCCC1CN(Cc1cc2cc(C)ccc2[nH]c1=O)C(=O)Nc1ccccc1OC (configuration not stated)
    1.1, -4, -9, 0.0, -1, 104, 0, 2.2, 101, 5
Cn1cc(Cl)c(-c2n[nH]c(=S)n2C2CCCCC2)n1
    1.1, -13, 1, -0.3, -2, 94, 3, -0.2, 100, 14
O=C(O)C1CC=CCC1C(=O)Nc1cccc(Cl)c1 (configuration not stated)
    1.2, 1, 0, 0.0, 2, 93, 5, 1.6, 98, 14
Cc1sc2nc(SCc3nc(-c4cccs4)no3)n(-c3ccccc3)c(=O)c2c1C
    0.83, -7, -3, 0.0, 10, 98, 5, -2.0, 91, 8
Cc1ccc(N=C2SCCCN2C(=O)c2ccco2)cc1Cl
    1.5, 20, -1, -0.1, 5, 100, 2, 0.1, 95, 8

The listing continues.
mol | NF-kB expr up | TLR4-MyD88 BLA | Efa HMGR inh | Hsp70 activator | STAT1 inh | STAT3 act | APP 5'UTR act | DTT redox prof | STAT1 activator | STAT3 inh
CN1CCN(C(=O)c2ccc(Oc3ccc([N+](=O)[O-])cc3)cc2)CC1 | 0.92 | -3 | -6 | -0.2 | -5 | 91 | -7 | -1.1 | 103 | 14
COc1cc(COCC(O)CN2CCN(Cc3ccccc3)CC2)cc(OC)c1OC (configuration not stated) | 1.1 | 7 | 4 | -0.1 | 0 | 100 | 15 | -2.2 | 98 | 4
CC(NCc1cc(Br)ccc1OCC(=O)NCc1ccccc1)c1ccccc1 (configuration not stated) | 1.2 | 6 | -1 | -0.2 | -2 | 100 | -1 | 0.8 | 102 | 8
CCN(CC)CCCN1C(=O)CSC1c1ccc([N+](=O)[O-])cc1 (configuration not stated) | 1.2 | -15 | -4 | 0.0 | -6 | 104 | -3 | -0.5 | 104 | 0
O=C(NCCCN1CCOCC1)C(=O)NCc1ccccc1Cl | 1.4 | 3 | 1 | 0.1 | -16 | 100 | 9 | -1.5 | 114 | 4
O=C(O)CCCNC(=O)c1cncc(O)c1 | 1.2 | 1 | -1 | -0.1 | 0 | 101 | nt | 0.3 | 100 | -2
CC(=O)Nc1sc2c(c1C(c1ccc(Cl)cc1)N1CCOCC1)CCCC2 (configuration not stated) | 1.1 | 0 | 2 | -0.2 | -6 | 105 | -2 | -0.4 | 106 | -2
O=S(=O)(Cc1ccccc1)NCc1cccnc1 | 1 | -17 | -2 | -0.4 | 7 | 102 | 2 | -0.1 | 94 | 0

mol | NF-kB expr up | TLR4-MyD88 BLA | Efa HMGR inh | Hsp70 activator | STAT1 inh | STAT3 act | APP 5'UTR act | DTT redox prof | STAT1 activator | STAT3 inh
COCCNC(=O)COc1cccc(Oc2ccccc2)c1 | 1.2 | -3 | -6 | -0.2 | 5 | 108 | 2 | -0.3 | 96 | -7
CCOC(=O)CC1=NN(c2ccccc2)C(=O)C1 | 1 | -6 | -3 | 0.3 | 1 | 106 | 15 | 0.1 | 97 | -6
NC(=O)Cc1ccc(Nc2nnc(-c3ccccc3)c3ccccc23)cc1 | 1.5 | 4 | 0 | -0.5 | 3 | 94 | 11 | 1.1 | 97 | 6
Cc1nc2ccccc2n1CC(=O)NC(C)C1CC2CCC1C2 (configuration not stated) | 1.2 | 0 | -2 | 0.1 | 28 | 80 | 8 | -0.3 | 72 | 28
CC(C)Nc1ncnc2c1nnn2Cc1ccccc1 | 1.3 | -3 | 0 | -0.2 | -12 | 109 | -5 | 1.8 | 110 | -6
c1ccc(Cc2nnc3sc(-c4cccnc4)nn23)cc1 | 1 | 1 | -4 | -0.2 | 1 | 99 | -5 | 2.5 | 100 | 5
Cc1cc(C)n2nc(-c3cnn(C)c3C(F)(F)F)cc2n1 | 1.1 | -10 | 3 | -0.1 | -1 | 88 | 7 | 0.6 | 101 | 24
N#C/C(=N\Nc1ccc(S(=O)(=O)N2CCc3ccccc32)cc1)C(N)=S | 0.71 | -9 | -2 | -0.2 | 21 | 98 | -3 | 0.3 | 79 | 7

mol | NF-kB expr up | TLR4-MyD88 BLA | Efa HMGR inh | Hsp70 activator | STAT1 inh | STAT3 act | APP 5'UTR act | DTT redox prof | STAT1 activator | STAT3 inh
COc1ccc(CCNC(=O)COC(=O)C23CC4CC(CC(Br)(C4)C2)C3)cc1 | 1.1 | 0 | 0 | 0.0 | 1 | 107 | 5 | nt | 99 | -9
Cc1ccc(NC(=O)c2ccc(Oc3ncccn3)cc2)cc1 | 1.9 | 14 | -2 | 0.1 | -25 | 104 | 40 | -0.6 | 120 | 0
N#C/C(=C\c1ccc(N2CCOCC2)cc1)c1ccccc1 | 2.5 | -3 | 4 | 0.2 | -82 | 101 | 208* | -0.3 | 174* | 1
CC(NC(=O)C(C)(C)C)c1nc2ccccc2n1C (configuration not stated) | 0.92 | 6 | 0 | -0.5 | 8 | 87 | -9 | -2.6 | 94 | 22
Cc1cccc(OCC(O)CN2CC3(C)CC2CC(C)(C)C3)c1 (configuration not stated) | 0.92 | 4 | -3 | -0.1 | 6 | 106 | -49 | 0.0 | 96 | -11
O=C(Nc1ccccc1-c1nc2ccccc2[nH]1)c1sc2ccccc2c1Cl | 0.97 | -7 | -7 | -0.3 | -12 | 100 | -6 | 0.5 | 110 | 0
CCN(Cc1ccccc1)C(=O)c1c[nH]c2ccc(S(=O)(=O)N(C)CCC#N)cc2c1=O | 1.2 | -15 | 3 | -0.5 | 1 | 107 | 10 | -0.1 | 99 | -4
Cc1ccccc1-c1nnc(SCc2ccc(F)cc2)o1 | 1.6 | 7 | 1 | -0.2 | -19 | 96 | 18 | 2.0 | 117 | 9

Given with two lines to a compound: entries from further up
Values in the order: NF-kB expr up | TLR4-MyD88 BLA | Efa HMGR inh | Hsp70 activator | STAT1 inh | STAT3 act | APP 5'UTR act | DTT redox prof | STAT1 activator | STAT3 inh
O=C(Nc1ccccc1-c1nc2ccccc2[nH]1)c1sc2ccccc2c1Cl
  0.97 | -7 | -7 | -0.3 | -12 | 100 | -6 | 0.5 | 110 | 0
N#C/C(=C\c1ccc(N2CCOCC2)cc1)c1ccccc1
  2.5 | -3 | 4 | 0.2 | -82 | 101 | 208* | -0.3 | 174* | 1
CCN(Cc1ccccc1)C(=O)c1c[nH]c2ccc(S(=O)(=O)N(C)CCC#N)cc2c1=O
  1.2 | -15 | 3 | -0.5 | 1 | 107 | 10 | -0.1 | 99 | -4
Cc1cccc(OCC(O)CN2CC3(C)CC2CC(C)(C)C3)c1 (configuration not stated)
  0.92 | 4 | -3 | -0.1 | 6 | 106 | -49 | 0.0 | 96 | -11
CC(NC(=O)C(C)(C)C)c1nc2ccccc2n1C (configuration not stated)
  0.92 | 6 | 0 | -0.5 | 8 | 87 | -9 | -2.6 | 94 | 22
Cc1ccc(NC(=O)c2ccc(Oc3ncccn3)cc2)cc1
  1.9 | 14 | -2 | 0.1 | -25 | 104 | 40 | -0.6 | 120 | 0

New compounds follow:
mol | NF-kB expr up | TLR4-MyD88 BLA | Efa HMGR inh | Hsp70 activator | STAT1 inh | STAT3 act | APP 5'UTR act | DTT redox prof | STAT1 activator | STAT3 inh
CC(C)CCNC(=O)C1CCN(S(=O)(=O)c2ccc3c(c2)CCC(=O)N3)CC1 | 1.2 | -15 | 0 | -0.1 | -2 | 103 | 2 | -0.4 | 101 | 5
CCN(CC)CCCNC(=O)c1cc(-c2ccc(Cl)c(Cl)c2)on1 | 0.57 | 9 | -7 | -0.3 | 1 | 95 | -9 | 1.2 | 99 | 15
O=C1c2ccccc2CN1CCSC(=S)N1CCSCC1 | 2.8 | -4 | -1 | 1.9 | -36 | 99 | 95 | 0.6 | 134* | 9
CCc1cc(=O)n2[nH]c(C)c(-c3ccccc3OC)c2n1 | 0.96 | -1 | 4 | -0.3 | 1 | 92 | 23 | -0.3 | 99 | 15
